Source: PubChem BioAssay
hERG WT inh: KCNH2 (human, wildtype) channel inhibition; Q12809; U2OS, BacMam KCNH2, thallium flux FluxOr; active compounds read low; activity change, % at 1.84 µM; actives 0.37% (n = 340,000); AID 720551;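 active means maximum activity change below -70%; inconclusive means maximum activity change between -70% and -50%; inactive means maximum activity change above -50%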; further: on the % scale 0 is the no-effect control and ±100 the full control effect
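U2OS cells transduced with wild-type KCNH2 virus are loaded with FluxOr dye for 45 min, and thallium flux is measured in kinetic reads before and after stimulation buffer. Rate constants are normalized to DMSO controls.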
Giardia killer: Giardia lamblia killing | Giardia lamblia trophozoite viability | activity change, % at 7.66 µM, hits read low | actives 0.15% (n = 340,000) | AID 540267; in the data active means activity change below about -80%; inconclusive means between about -30% and that limit;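 further: parasites exposed to compound for two days anaerobically before the ATP read; on the % scale 0 is the no-effect control and ±100 the full control effect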
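Giardia trophozoites, 100 cells per well, were exposed to compounds for 48 hrs at 37 deg C under anaerobic conditions; viability was then read as ATP content by bioluminescence after 15-30 min at room temperature.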
GALK inh: galactokinase (human) inhibition; Potency, µM (series often up to 57.5 µM), without a hit: at the top dose activity change, negative = inhibition, actives largely listed as inhibitors; AID 1868; actives 0.007% (n = 270,000); Purified GALK, Kinase-Glo residual ATP luminescence; further: potency means the concentration at half of the fitted maximal effect; on the % scale 0 is the no-effect control and ±100 the full control effect
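Luminescence from leftover ATP (Ultra-Glo luciferase/luciferin) served as read-out after a 1 h room-temperature reaction of 5 nM GALK with 35 uM ATP and 100 uM galactose.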
AT treatment: potential ataxia-telangiectasia treatments restoring KAP-1 phosphorylation; […] A-T fibroblasts, KAP-1 phosphorylation AlphaLISA; neocarzinostatin DNA damage 30 min before lysis; actives 0.19% (n = 320,000); Potency, µM (titrated, usually from 57.5 µM), for inactives: top-dose activation, hits mostly activators; AID 485349; further: potency means the concentration at half of the fitted maximal effect; % of control where 0% means no effect; nearly all actives have a fitted effect of over 45% in size
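hTERT-immortalized A-T patient fibroblasts ([…]), 500 cells/well in OPTI-MEM, 1% FBS, got compounds for 60 min, then NCS for 30 min at 37C. Lysates were then assayed for phospho-KAP-1 by AlphaLISA (anti-pKAP1 donor, anti-KAP1 acceptor beads), 6 hr at 25C.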
CXXC DNA block: blocks binding of human MLL CXXC domain to DNA; actives 0.037% (n = 290,000); MLL-CXXC / FITC-HOXA9 DNA fluorescence polarization; Q03164; Potency, µM (doses to about 115 µM), without a hit: top-dose activity change, negative = inhibition, most hits filed as inhibitors; AID 2662; active means well fitted inhibition curve with a large enough effect in the polarisation, with a control signal flat, not every such curve was filed as active; inconclusive means small, poorly fitted or top-dose-only effect, or effect the other way, or a change in a side signal; inactive means no such curve, though single readings can be large or run the other way; the % refers to the polarisation; further: potency means the concentration at half of the fitted maximal effect
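Fluorescence polarization: 7 uM MLL-CXXC (stock) preincubated 5 min with compounds, then 50 nM fluorescein-HOX-A9 DNA (stock) added; 30 min ambient. Buffer 50 mM Tris-HCl pH 7.5, 50 mM NaCl, 1 mM DTT, 0.05% BSA.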
Tb PFK inh: T. brucei PFK enzyme inhibition | O15648 | T. brucei PFK, ADP-Glo luminescence | Potency, µM (titrated, usually from 57.5 µM), for inactives: top-dose activity, negative = inhibition, most hits filed as inhibitors | actives 0.17% (n = 330,000);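 further: potency means the concentration at half of the fitted maximal effect; 0% = uninhibited 1x PFK enzyme wells and -100% = no-enzyme wells; nearly all actives have a fitted effect of over 60% in size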
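PFK 1.25 nM, F6P 0.5 mM, ATP 0.1 mM, 0.1 M TEA pH 8.0, 5 mM MgCl2, 0.01% Tween20, 0.1% BSA; 45 min RT. ADP-Glo readout. qHTS titration up to 57 uM; curves fitted, compounds curve-classed.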
TSHR antag: blocks TSH signaling through the human TSH receptor; P16473; TSHR-expressing cells, TSH-stimulated cAMP HTRF, 2 h; active compounds read low; activity change, negative = inhibition, % at 11.5 µM; actives 0.2% (n = 330,000); AID 504810;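 active means activity change below a set negative limit, meaning inhibition stronger than a set level, cut at about -70% in these data; inconclusive means activity change between two set negative limits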; further: on the % scale 0 is the no-effect control and ±100 the full control effect
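Antagonism was scored as loss of TSH-driven cAMP in TSHR cells, stimulated with 4nM TSH (EC80) for 2 hours at 37 deg C and detected by homogeneous HTRF competition immunoassay.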
TCR act: activators of T cell receptors; primary human leukocytes, anti-CD3, IL-2 HTRF, 48 h; Potency, µM (doses to about 9.22 µM), without a hit: at the highest dose activation of IL-2 secretion, most hits filed as activators; 330,000 tested, under 10 active; AID 504894; further: % of control where 0% means no effect
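TCR engagement came from a-CD3 beads alone, with compounds added to primary human leukocytes for 48 hr. Secreted IL-2 bridged europium cryptate- and d2-labelled anti-IL-2 antibodies, giving FRET emission at 665nm after 320nm excitation.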
Chronic BCR inh: blocks chronic active B-cell receptor signaling | Potency, µM (series often up to 46.1 µM), without a hit: at the highest dose ratio change, negative = lower green/red ratio, usual class: inhibitors | actives 0.05% (n = 340,000) | ABC-DLBCL IkBa-CBG/CBR reporter, luminescence ratio, 4 h; active means well fitted inhibition curve with a large enough effect in the signal ratio, with a control signal flat, not every such curve was filed as active; inconclusive means small, poorly fitted or top-dose-only effect, or effect the other way, or a change in a side signal; the % refers to the signal ratio;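 further: potency means the concentration at half of the fitted maximal effect; plate controls were basal doxycycline-induced cells for no effect and cells given 10 µM MG132 for full effect; MG132 reads +100%, hits lower the ratio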
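Doxycycline induced both beetle luciferases in TMD8 lymphoma cells; IKK-driven degradation limits the IkappaBalpha-fused green signal, while red luminescence normalises for cell number and nonspecific effects. Compounds tested up to 46 uM, 4 hrs.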
Coupling enz: coupling enzyme interference in Giardia aldolase counter-screen; coupling enzyme system counterscreen, AmpLite Red fluorescence; activity change, negative = inhibition, % at 58.2 µM, hits read low; actives 0.67% (n = 290,000); in the data active means activity change below about -30%; further: on the % scale 0 is the no-effect control and ±100 the full control effect
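Fluorescence at 525 nm excitation and 598 nm emission measured inhibition of the coupled detection system without aldolase. Compounds (at 57.5 uM final) were preincubated 10 min at room temperature with coupling enzyme reagent before a 20 min substrate/AmpLite Red step.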
Active calls of the source: *; [ ] = remark or other dose. Unless noted, the call rests on the fitted dose curve; in most records, active means well fitted curve in the direction sought with a large enough effect; inconclusive means small, poorly fitted or top-dose-only effect, or another doubt; inactive means no such curve, though single readings can be large; an effect the other way counts as inactive or inconclusive. An unsorted share of the library; about 1.6% have a hit in one of these screens.

Start of the listing, in advance (2 entries):
How did CN1CCN(C(=O)c2cc(COc3ccc(F)cc3Cl)on2)CC1c1ccccc1 (stereo not drawn) do in these assays?
hERG WT inh: 15; Giardia killer: -6; GALK inh: -1%; AT treatment: 0%; CXXC DNA block: -2%; Tb PFK inh: 2%; TSHR antag: -5; TCR act: 3%; Chronic BCR inh: -9%; Coupling enz: -2

What do the screens show for `Nc1ccc(C(=O)OCc2nc3ccccc3[nH]2)cc1`?
hERG WT inh: -5; Giardia killer: 0; GALK inh: 5%; AT treatment: 5%; CXXC DNA block: -2%; Tb PFK inh: 0%; TSHR antag: -7; TCR act: 0%; Chronic BCR inh: -11%; Coupling enz: 1

Results, from the first entry:
How did CN1CCN(C(=O)c2cc(COc3ccc(F)cc3Cl)on2)CC1c1ccccc1 (stereo not drawn) do in these assays?
hERG WT inh: 15; Giardia killer: -6; GALK inh: -1%; AT treatment: 0%; CXXC DNA block: -2%; Tb PFK inh: 2%; TSHR antag: -5; TCR act: 3%; Chronic BCR inh: -9%; Coupling enz: -2

What do the screens show for `Nc1ccc(C(=O)OCc2nc3ccccc3[nH]2)cc1`?
hERG WT inh: -5; Giardia killer: 0; GALK inh: 5%; AT treatment: 5%; CXXC DNA block: -2%; Tb PFK inh: 0%; TSHR antag: -7; TCR act: 0%; Chronic BCR inh: -11%; Coupling enz: 1

Results for COc1ccccc1N1CCN(Cc2cccs2)CC1 ?
hERG WT inh: 13; Giardia killer: 1; GALK inh: 0%; AT treatment: 1%; CXXC DNA block: -16%; Tb PFK inh: 2%; TSHR antag: 4; TCR act: -4%; Chronic BCR inh: 15%; Coupling enz: 2

What do the screens show for `CCOC(=O)c1[nH]c2ccc(OC)cc2c1NC(=O)C(C)N1CCC2(CC1)OCCO2` (stereo not drawn)?
GALK inh: 3%; AT treatment: 12%; CXXC DNA block: 1%; Tb PFK inh: 0%; TSHR antag: 35; Chronic BCR inh: -3%; Coupling enz: -1

Results for CCCCCNC(=O)C(C#N)c1nc2ccccc2nc1N1CCCC1 (stereo not drawn) ?
hERG WT inh: -8; Giardia killer: -5; GALK inh: -2%; AT treatment: 3%; CXXC DNA block: inconclusive; Tb PFK inh: -4%; TSHR antag: -1; TCR act: 1%; Chronic BCR inh: inconclusive; Coupling enz: 0

What do the screens show for `CC1CCCCC1NC(=O)C1CC=CCC1C(=O)O` (stereo not drawn)?
hERG WT inh: 2; Giardia killer: -25; GALK inh: 1%; AT treatment: -3%; CXXC DNA block: -10%; Tb PFK inh: 1%; TSHR antag: 1; TCR act: 1%[46.1 µM]; Chronic BCR inh: 1%; Coupling enz: 2

How did NC(=O)CSc1nc2cc(S(=O)(=O)N3CCOCC3)ccc2o1 do in these assays?
hERG WT inh: 3; Giardia killer: 0; AT treatment: -5%; Tb PFK inh: 3%; TSHR antag: -1; TCR act: 2%; Chronic BCR inh: -2%

Results for CCCCCCCn1c2c(c(=N)c3ccccc31)CCC2 ?
hERG WT inh: -26; Giardia killer: 6; GALK inh: 7%; AT treatment: 6%; CXXC DNA block: inconclusive; Tb PFK inh: 0%; TSHR antag: -5; TCR act: 5%; Chronic BCR inh: inconclusive; Coupling enz: 12

What do the screens show for `COc1ccc(-c2cc(C(=O)N3CCN(c4ncccn4)CC3)c3ccccc3n2)cc1`?
hERG WT inh: 5; Giardia killer: -15; AT treatment: -3%; Tb PFK inh: -16%; TSHR antag: -14; TCR act: -23%; Chronic BCR inh: -1%

What do the screens show for `COC(=O)COC(=O)c1ccc(-n2nnnc2SC)cc1`?
hERG WT inh: -1; Giardia killer: 0; GALK inh: -3%; AT treatment: 13%; CXXC DNA block: -7%; Tb PFK inh: -17%; TSHR antag: 4; TCR act: -4%; Chronic BCR inh: inconclusive; Coupling enz: 4

What do the screens show for `COc1ccc(/C=C/C(=O)Oc2ccc(/C=N/NC(=O)c3ccccc3)cc2)cc1OC`?
hERG WT inh: 9; Giardia killer: -12; GALK inh: 1%; AT treatment: 10%; CXXC DNA block: 4%; Tb PFK inh: 3%; TSHR antag: -3; TCR act: -2%[46.1 µM]; Chronic BCR inh: -17%; Coupling enz: 3

What do the screens show for `CCNCCC(=O)N1c2ccccc2Sc2ccc(C(F)(F)F)cc21`?
hERG WT inh: -4; Giardia killer: -23; GALK inh: 3%; AT treatment: 4%; CXXC DNA block: 6%; Tb PFK inh: -1%; TSHR antag: 3; Chronic BCR inh: -1%; Coupling enz: 5

Results for CC(CCc1ccccc1)NC(=O)c1ccc(F)cc1 (stereo not drawn) ?
hERG WT inh: -5; Giardia killer: 4; GALK inh: 1%; AT treatment: 4%; CXXC DNA block: 0%; Tb PFK inh: 0%; TSHR antag: -5; TCR act: 9%; Chronic BCR inh: 0%; Coupling enz: 2

How did CCCCN(C(=O)Nc1ccccc1)C1CCS(=O)(=O)C1 (stereo not drawn) do in these assays?
hERG WT inh: -3; Giardia killer: 5; AT treatment: 15%; Tb PFK inh: -2%; TSHR antag: -29; TCR act: 3%; Chronic BCR inh: 0%

How did C/C(=N\NC(=O)CNC(=O)c1ccc(F)cc1)c1ccco1 do in these assays?
hERG WT inh: -1; Giardia killer: -13; GALK inh: -5%; AT treatment: -16%; CXXC DNA block: 48%[activator]; Tb PFK inh: 3%; TSHR antag: 18; TCR act: 0%; Chronic BCR inh: -18%

Results for COc1ccc(S(=O)(=O)N2CCC(C(=O)NCC3CCCO3)CC2)cc1C (stereo not drawn) ?
hERG WT inh: -13; Giardia killer: -2; GALK inh: 1%; AT treatment: -1%; CXXC DNA block: 1%; Tb PFK inh: 1%; TSHR antag: 1; TCR act: 3%; Chronic BCR inh: 5%; Coupling enz: 8

How did CC(=O)Nc1nc(-c2ccc(Br)s2)cs1 do in these assays?
hERG WT inh: 0; Giardia killer: 5; GALK inh: -1%; CXXC DNA block: 12%; Tb PFK inh: -1%; TSHR antag: 2; TCR act: 5%; Chronic BCR inh: 4%; Coupling enz: 1

What do the screens show for `CC1CCN(CC(O)COC2CC(C)CCC2C(C)C)CC1` (stereo not drawn)?
hERG WT inh: 1; Giardia killer: 17; GALK inh: 3%; AT treatment: -3%; CXXC DNA block: -8%; Tb PFK inh: 1%; TSHR antag: -2; TCR act: 5%; Chronic BCR inh: 0%; Coupling enz: 1

How did CCN(CC)S(=O)(=O)c1ccc2oc(C(=O)NC(C)C)c(C)c2c1 do in these assays?
hERG WT inh: -5; Giardia killer: -3; GALK inh: 0%; AT treatment: -1%; CXXC DNA block: 9%; Tb PFK inh: -4%; TSHR antag: -4; Chronic BCR inh: 6%; Coupling enz: 0

What do the screens show for `COC(=O)C1=C(CS(=O)(=O)c2ccc(Cl)cc2)NC(=O)NC1c1ccc(O)c(OC)c1` (stereo not drawn)?
hERG WT inh: 4; Giardia killer: -9; GALK inh: 0%; AT treatment: -2%; CXXC DNA block: 36%[activator]; Tb PFK inh: 1%; TSHR antag: 4; TCR act: -5%; Chronic BCR inh: 5%; Coupling enz: 1

How did COC(=O)C1C(=O)C2=C(CC1C)Nc1ccccc1NC2c1ccc(C)s1 (stereo not drawn) do in these assays?
hERG WT inh: inactive; Giardia killer: 4; GALK inh: 10%; AT treatment: 8%[11.5 µM]; CXXC DNA block: 6%; Tb PFK inh: -2%; TSHR antag: 5; TCR act: -6%; Chronic BCR inh: 0%; Coupling enz: 0

How did CN1CCC(N(C)C(=O)c2ccc(Cl)c(S(=O)(=O)N3CCc4ccccc43)c2)CC1 do in these assays?
hERG WT inh: 46; Giardia killer: 13; AT treatment: 5%; Tb PFK inh: 0%; TSHR antag: 3; TCR act: 1%; Chronic BCR inh: inconclusive

Results for Cc1ccc(CN2CC(C(=O)N3CCN(c4ccccc4O)CC3)CC2=O)cc1 (stereo not drawn) ?
hERG WT inh: -4; Giardia killer: -14; AT treatment: -1%; Tb PFK inh: -8%; TSHR antag: 10; TCR act: -2%; Chronic BCR inh: -2%

How did COc1cc(NC(=O)CSc2nc3c(C)ccc(C)c3cc2C)c(C(=O)O)cc1OC do in these assays?
hERG WT inh: -2; Giardia killer: 6; AT treatment: 3%; CXXC DNA block: -2%; Tb PFK inh: -1%; TSHR antag: -9; TCR act: -2%[46.1 µM]; Chronic BCR inh: 4%; Coupling enz: 1
